# Screening data from PubChem.
# PhoP inhibition: PhoP-dependent GFP reporter repression – Salmonella Typhimurium, primary screen (AID 1863) | S. Typhimurium PhoP-regulated promoter GFP reporter, 4 h; higher % means a stronger effect | one-dose inhibition, % at 50 µM; IC50 in µM for titrated hits | actives 0.16% (n = 300,000);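 active means inhibition over 29.93%, a cutoff 3 SD above the screen mean, later confirmed by dose response; inconclusive means inhibition over 29.93% but no dose response follow-up; inactive means inhibition at most 29.93% or unconfirmed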;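 further: 0% = low Mg2+ inducing control and 100% = high Mg2+ repressing control; strong numbers were not always called active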
# SIAH1 antagonists: Siah-1 peptide-binding antagonists, primary screen, biochemical, fluorescence polarization, rhodamine-plectin, uHTS (AID 1817); Siah-1 / rhodamine-plectin peptide fluorescence polarization; higher % means a stronger effect; displacement, % at 20 µM, or IC50 in µM where a hit was titrated; actives 0.02% (n = 290,000);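 active means displacement of at least 50% at 20 µM, with a fluorescence ratio check between 0.3 and a set limit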;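 further: plate controls were Siah plus tracer with DMSO for no effect and tracer alone without Siah for full effect; strong numbers were not always called active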
# RSV antiviral HEp-2: RSV antiviral activity via CPE protection, HEp-2 cells, primary 10 µM value included (AID 2391) | HEp-2 cells, RSV-induced CPE inhibition; higher % means a stronger effect | CPE inhibition, % at 10 µM; hits with a dose series show IC50 in µM | actives 0.13% (n = 310,000); in the data active means a potency from the dose series; inconclusive means CPE inhibition mostly from about 23% at the one dose, without a potency; inactive means the rest, 99 in 100 with CPE inhibition below about 21%; further: strong numbers were not always called active
# The depositor's hits bear a star; ? = inconclusive. A portion of the library. The share of hits here may be higher or lower than overall.
1	O=C(NCc1nnc(SCC(=O)N2CCN(c3ccccc3)CC2)o1)c1c(F)cccc1F
2	Cc1ccccc1OC(C)C(=O)NCCC1=CCCCC1 (stereo not given)
3	Cc1ccc(NC(=O)C(c2ccccc2)c2ccccc2)c(O)c1
4	CC(=O)N1c2ccc(N=Cc3cc(Br)cc(Br)c3O)cc2CC1C (stereo not given)
5	O=C(CCC(=O)N1CCN(c2ccc(O)cc2)CC1)c1ccc(Br)cc1
6	Cc1nn(CC(C)C(=O)N2CCN(S(=O)(=O)c3ccc(Cl)cc3)CC2)c(C)c1C (stereo not given)
7	Cc1[nH]c2ccccc2c1CCNS(=O)(=O)c1ccc(S(N)(=O)=O)cc1
8	Cc1c(C)n(C)c2ccc(C(=O)N3CCN(c4ccccn4)CC3)cc12

compound no.	1	2	3	4	5	6	7	8
PhoP inhibition	-6.5%	0.9%	-4.0%	-2.6%	-10.7%	3.6%	10.8%	-2.4%
SIAH1 antagonists	-2.6%	10.0%	-0.8%	-6.7%	1.8%	1.2%	2.4%	0.2%
RSV antiviral HEp-2	6.1%	3.5%	3.1%	2.0%	5.2%	0.3%	3.1%	1.6%

9	CCOC(=O)c1cc(COc2cc(Cl)cc(Cl)c2)on1
10	Clc1nc2c(-c3ccccc3)nnn2c2ccccc12
11	CCN(CC)Cc1c(O)ccc2c1O/C(=C\C=C\c1ccccc1)C2=O
12	COc1ccc2oc(C(=O)OCC(=O)NC(=O)c3ccccc3)c(C)c2c1
13	COc1ccc(NC(=O)CN(C)C(=O)Cc2ccc3c(c2)CCC3)cc1
14	CCC(=O)N1CCN(c2ccc(NC(=O)COc3ccc(CC)cc3)cc2)CC1
15	COc1ccccc1CCNC(=O)c1c(C)nn(CC(C)C)c1Cl
16	COc1ccc(C(CC(=O)O)NC(=O)C(c2ccccc2)c2ccccc2)cc1 (stereo not given)

compound no.	9	10	11	12	13	14	15	16
PhoP inhibition	-4.1%	1.0%	-49.7%	-6.5%	-3.1%	1.6%	-4.2%	6.2%
SIAH1 antagonists	-3.4%	-6.1%	-0.1%	-1.3%	9.7%	-3.3%	0.7%	1.8%
RSV antiviral HEp-2	0.3%	?	-2.4%	1.9%	3.7%	10.7%	0.7%	4.8%

17	CCNc1ccccc1CP(=O)(c1ccccc1)c1ccccc1O (stereo not given)
18	CCOC(=O)C1=C(C)NC(SC)=C(C#N)C1CC(C)C (stereo not given)
19	O=C(CCc1c[nH]c2ccccc12)NCCc1ccc2c(c1)OCCO2
20	COc1cc(NC(=O)c2ccc(C(=O)c3ccccc3)cc2)cc(OC)c1OC
21	COc1cccc(OC)c1OCCOCCN1CCN(C)CC1
22	COCCN(C(=O)c1csnn1)C(C(=O)NC1CCCC1)c1ccccc1 (stereo not given)
23	O=C(Nc1ccc(Cl)c(Cl)c1)Nc1ccon1
24	O=Cc1ccc(OC(=O)Cc2ccc(F)cc2)cc1

compound no.	17	18	19	20	21	22	23	24
PhoP inhibition	11.6%	-10.3%	-0.5%	-8.8%	-9.3%	1.8%	-4.2%	0.9%
SIAH1 antagonists	27.8%	-0.1%	3.0%	0.1%	-2.4%	-4.7%	3.9%	1.4%
RSV antiviral HEp-2	1.7%	0.2%	0.5%	2.6%	-0.4%	-0.9%	8.7%	0.6%

# Already shown: an excerpt of the list.
11	CCN(CC)Cc1c(O)ccc2c1O/C(=C\C=C\c1ccccc1)C2=O
12	COc1ccc2oc(C(=O)OCC(=O)NC(=O)c3ccccc3)c(C)c2c1
13	COc1ccc(NC(=O)CN(C)C(=O)Cc2ccc3c(c2)CCC3)cc1
14	CCC(=O)N1CCN(c2ccc(NC(=O)COc3ccc(CC)cc3)cc2)CC1
15	COc1ccccc1CCNC(=O)c1c(C)nn(CC(C)C)c1Cl
16	COc1ccc(C(CC(=O)O)NC(=O)C(c2ccccc2)c2ccccc2)cc1 (stereo not given)
17	CCNc1ccccc1CP(=O)(c1ccccc1)c1ccccc1O (stereo not given)
18	CCOC(=O)C1=C(C)NC(SC)=C(C#N)C1CC(C)C (stereo not given)
19	O=C(CCc1c[nH]c2ccccc12)NCCc1ccc2c(c1)OCCO2
20	COc1cc(NC(=O)c2ccc(C(=O)c3ccccc3)cc2)cc(OC)c1OC

compound no.	11	12	13	14	15	16	17	18	19	20
PhoP inhibition	-49.7%	-6.5%	-3.1%	1.6%	-4.2%	6.2%	11.6%	-10.3%	-0.5%	-8.8%
SIAH1 antagonists	-0.1%	-1.3%	9.7%	-3.3%	0.7%	1.8%	27.8%	-0.1%	3.0%	0.1%
RSV antiviral HEp-2	-2.4%	1.9%	3.7%	10.7%	0.7%	4.8%	1.7%	0.2%	0.5%	2.6%

21	COc1cccc(OC)c1OCCOCCN1CCN(C)CC1
22	COCCN(C(=O)c1csnn1)C(C(=O)NC1CCCC1)c1ccccc1 (stereo not given)
23	O=C(Nc1ccc(Cl)c(Cl)c1)Nc1ccon1
24	O=Cc1ccc(OC(=O)Cc2ccc(F)cc2)cc1

compound no.	21	22	23	24
PhoP inhibition	-9.3%	1.8%	-4.2%	0.9%
SIAH1 antagonists	-2.4%	-4.7%	3.9%	1.4%
RSV antiviral HEp-2	-0.4%	-0.9%	8.7%	0.6%

# (more compounds)
25	Cc1cccc(NS(=O)(=O)c2ccc(C(=O)NCC(C)(C)N3CCOCC3)cc2)c1C
26	CCN(Cc1nc(-c2ccc(OC)cc2)no1)C(=O)c1ccoc1C
27	Cc1ccc(NC(=O)CNC(=O)c2ccc3c(c2)OCO3)nc1
28	CCCN(CCC)C(=O)C1CCN(c2ccc(S(=O)(=O)N3CCOCC3)cc2[N+](=O)[O-])CC1
29	Cc1ccc(NC(=O)OCc2cccs2)cc1
30	COc1ccc(C(=O)Oc2cc(C(=S)N3CCOCC3)ccc2OC)cc1
31	O=C(O)c1ccc(-n2nc(C(F)(F)F)cc2-c2cccs2)cc1
32	COc1ccc(N2CCN(C(=O)[C@H](C)NC(=O)c3ccccc3Cl)CC2)cc1

compound no.	25	26	27	28	29	30	31	32
PhoP inhibition	-2.2%	-5.2%	6.5%	8.0%	-0.5%	1.6%	-7.6%	0.7%
SIAH1 antagonists	-1.4%	3.1%	-5.7%	1.5%	3.1%	3.1%	-5.3%	0.2%
RSV antiviral HEp-2	14.5%	1.8%	0.3%	1.2%	4.6%	1.1%	1.6%	4.7%

33	O=C(NN1CCOCC1)c1cc(Cl)ccc1Cl
34	COC(=O)c1cccc(C23CC4(C2)[C@H](CN(Cc2ccc(-c5ccccc5)cc2)[C@@H]4c2ccccc2)C3c2ccc(C(F)(F)F)cc2)c1 (stereo not given in full)
35	Cc1ccc2[nH]c3c(NCc4ccccc4)ncnc3c2c1
36	Cc1cc(C)c2c(=O)c(/C=C3\NC(=S)NC3=O)coc2c1
37	Cc1ccc(NC(=O)NC(=O)CN2CCN(c3ccc(O)cc3)CC2)c(C)c1
38	Cn1cccc1C(=O)NCCc1ccccc1
39	COc1cccc(N2CCN(CC(=O)NCc3ccccc3)CC2)c1
40	Nc1sc(-c2ccccc2)cc1-c1n[nH]c(=S)n1C1CCCCC1

compound no.	33	34	35	36	37	38	39	40
PhoP inhibition	-0.2%	-0.6%	31.0%	-2.4%	5.3%	-0.1%	-4.2%	-2.0%
SIAH1 antagonists	-4.6%	-2.8%	-2.3%	38.4%	9.4%	6.4%	1.8%	-1.5%
RSV antiviral HEp-2	2.2%	0.3%	1.1%	0.8%	-0.6%	0.8%	1.1%	-0.7%

41	O=C(/C=C/c1cc(Br)ccc1O)c1ccco1
42	Cc1cccc(NC(=O)Cn2c(=O)oc3ccccc32)n1
43	O=C(CNC(=O)c1ccccc1F)N/N=C/c1ccco1
44	CCCCOC(=O)c1sc2nc(C)cc(C)c2c1N
45	O=c1c2cc(F)ccc2[nH]c(=S)n1Cc1ccc(F)cc1
46	COC(=O)C(C)n1cnc2c(nnn2-c2cccc(OC)c2)c1=O (stereo not given)
47	O=C(Nc1ccc(Cc2ccncc2)cc1)c1ccc([N+](=O)[O-])o1
48	CC(NC(=O)NC(=O)c1cccc([N+](=O)[O-])c1)C1CC1 (stereo not given)

compound no.	41	42	43	44	45	46	47	48
PhoP inhibition	6.8%	1.2%	-8.1%	-7.8%	-1.0%	-9.4%	1.8%	4.8%
SIAH1 antagonists	10.8%	-2.1%	13.0%	2.6%	4.4%	-0.6%	2.6%	-5.3%
RSV antiviral HEp-2	19.9%	2.0%	1.1%	1.3%	9.4%	1.2%	3.0%	2.6%

49	COc1cc(C(=O)NCCSc2ccc(F)cc2)cc(OC)c1OC
50	O=C(NCc1nnc(SCC(=O)N2CCCCCC2)o1)c1ccc(F)cc1
51	Cn1c(C2CCCCC2)nc2ccccc21
52	CC(C)n1nccc1N(Cc1ccc(C#N)cc1)S(=O)(=O)c1ccccc1
53	Cc1nc2ccc(C(=O)Nc3ccc4nc[nH]c4c3)cc2[nH]1
54	Cc1cccc(-c2noc(CCC(=O)NC3CCCC3)n2)c1
55	COC(=O)COc1ccc2c(=O)c(Oc3ccccc3Br)coc2c1
56	Cc1ccc(C(=O)NC2=NCCS2)cc1
57	COc1ccc(C(=O)N/N=C(/C)c2cccc(NC(=O)c3ccccc3F)c2)cc1
58	O=C(Cn1c(=O)oc2cccnc21)Nc1ccccc1Oc1ccc(Cl)cc1Cl

compound no.	49	50	51	52	53	54	55	56	57	58
PhoP inhibition	-2.1%	8.3%	-1.4%	6.4%	3.9%	1.4%	-8.2%	2.3%	2.5%	-10.2%
SIAH1 antagonists	-1.0%	-7.8%	-2.6%	13.8%	-5.4%	-0.1%	-0.6%	-0.3%	-1.8%	2.3%
RSV antiviral HEp-2	2.8%	1.7%	0.3%	1.8%	1.4%	2.3%	2.9%	-0.9%	2.5%	1.1%
